# Hsp70 inhibitors – small molecules displacing fluorescent ligand from Hsp70 – biochemical, fluorescence polarization, primary screen (AID 583) | Hsp70 fluorescence polarization probe displacement, mP; higher % means a stronger effect | one-dose displacement, % at 20 µM; IC50 in µM for titrated hits | hit rate 0.06% among 140,000; in the data active means displacement above about 50%;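 further: plate controls were vehicle for no effect and reference ligand for full effect; a part of the inactive calls stands beside numbers as strong as those of hits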
# Rat MKP-3 inhibitors – MKP-3 phosphatase inhibitors, primary screen, biochemical, rat enzyme, in vitro (AID 425) | recombinant MKP-3 phosphatase activity, fluorescence; higher % means a stronger effect | one-dose inhibition, % at 20 µM; IC50 in µM for titrated hits | hit rate 0.17% among 110,000; in the data active means inhibition above about 50%;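 further: plate controls were vehicle for no effect and reference inhibitor for full effect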
# Active calls of the source: *; / = not tested or not shown; & = joins results of further samples.
# Values run as follows: Hsp70 inhibitors	Rat MKP-3 inhibitors
> Cc1ccc(N2CC(C(=O)NCc3cccnc3)CC2=O)cc1 (configuration not stated)
    -4.8%	-1%
> COc1ccc(CCNS(=O)(=O)c2ccc(C3CNC(=O)C3)cc2)cc1OC (configuration not stated)
    2.0%	/
> COc1ccc(-c2nnc(Nc3nc4c(OC)cccc4s3)o2)c(OC)c1
    4.4%	/
> Cc1c(NS(=O)(=O)c2ccccc2)cccc1-c1nc2ncccc2o1
    -3.0%	3%
> CN1/C(=N\O)c2cccc3cccc1c23
    2.6%	1%
> CCN(CC)C(=S)NC(=O)/C=C/c1ccc(OC)c(OC)c1
    6.1%	2%
> Cn1c(=O)[nH]c(=O)c2c1nc(N1CCCCCC1)n2CCSc1nc2ccccc2o1
    2.3%	2%
> CCOC(=O)c1c(C2COc3ccccc3O2)csc1NC(=O)c1ccccc1 (configuration not stated)
    -2.3%	/
> CCN(CC)CCCNC(=O)c1[nH]c(C)c(C(=O)NC2CCCCC2)c1C
    -0.5%	/
> Cc1ccc(NC(=O)CS(=O)CC(=O)Nc2ccc3c(c2)OCO3)cc1Cl (configuration not stated)
    3.6%	4%
> Cc1ccccc1C1=N/C(=C\c2ccc(Br)o2)C(=O)O1
    -4.7%	8%
> CN1CCN(S(=O)(=O)c2ccc(Sc3nc4ccccc4[nH]3)c3nsnc23)CC1
    -4.0%	-17%
> CC1CCN(S(=O)(=O)c2ccc(NC(=O)Cn3nnc(-c4ccccc4)n3)cc2)CC1
    -3.9%	6%
> COc1ccc(Oc2ncnc3c2oc2ccc(Br)cc23)cc1
    2.2%	6%
> O=S(=O)(c1ccc(F)cc1)N1CCC(N2CCCC2)CC1
    /	-4%
> CCCCN1C(=O)/C(=C\c2ccc(N(CC)CC)cc2)SC1=S
    -95%	0%
> CCn1cc(C(=O)O)c(=O)c2ccc(C)nc21
    5.2%	0%
> CC(C)NC(=O)C1CCCN(S(=O)(=O)c2cccs2)C1 (configuration not stated)
    -2.3%	2%
> O=C1CC(N2CCN(c3ccc(O)cc3)CC2)C(=O)N1Cc1cccs1 (configuration not stated)
    8.2%	3%
> CCOc1ccc(N2C(=O)S/C(=C\c3ccc(C)cc3)C2=O)cc1
    -1.3%	2%
> O=C(O/C(=C/c1nccn1Cc1ccc(Cl)cc1)c1ccccc1)c1ccccc1
    -3.5%	-3%
> CCCCOc1ccccc1NC(=O)c1ccc(=O)[nH]c1
    -4.7%	-10%
> CCOc1ccc(/C=C2/SC(=S)N(CC(=O)O)C2=O)cc1
    35%	0%
> Cc1c(C(=O)NCc2ccc3c(c2)OCO3)oc2ccc(S(=O)(=O)N3CCCC3)cc12
    2.1%	0%
> COC(=O)c1ccc(OCC(O)CN(CCO)CCO)cc1 (configuration not stated)
    -5.7%	-2%
> Cc1nc2c(c(C)nn2-c2ccccc2)c(C)c1Cl
    -1.5%	10%
> Cc1ccc(-c2nnc(SCC(=O)Nc3ccc(F)cc3)o2)cc1
    1.1%	-3%
> CCc1nnc(NC(=O)c2cc(S(=O)(=O)N3CCN(c4ccccc4)CC3)ccc2Cl)s1
    -3.1%	/
> Cc1ccccc1NC(=O)C1COc2ccccc2O1 (configuration not stated)
    -7.3%	2%
> CC(C)N(C(=O)C(=O)c1cccn1-c1ccccc1C#N)C(C)C
    -0.2%	/

# Quoted at random: two compounds from above, in no set order.
# Values run as follows: Hsp70 inhibitors	Rat MKP-3 inhibitors
> CCN(CC)CCCNC(=O)c1[nH]c(C)c(C(=O)NC2CCCCC2)c1C
    -0.5%	/
> Cc1ccccc1C1=N/C(=C\c2ccc(Br)o2)C(=O)O1
    -4.7%	8%

# Carrying on.
# Values run as follows: Hsp70 inhibitors	Rat MKP-3 inhibitors
> CSc1ccc(C=Nc2ccc(S(N)(=O)=O)cc2)cc1
    -53%	-2%
> Oc1c(Br)cc(Br)cc1C=Nc1ccc(Br)c2cccnc12
    15%	53%*
> CC1(C)CC(=O)C=C(NNC(=O)C2CCCCC2)C1
    2.5%	/
> Oc1ccc2oc3c(c2c1)CCCC3
    -1.5%	/
> O=C(c1ccc(Cl)cc1)C1C2C(=O)N(c3ccccc3)C(=O)C2C2CCCN21 (configuration not stated)
    44%	-16%
> CC(Oc1cccc(Cl)c1)C(=O)Nc1ccc(C(N)=O)cc1 (configuration not stated)
    -2.2%	2%
> CC(=O)OC(C(=O)N1CCN(c2ccccc2F)CC1)c1ccccc1 (configuration not stated)
    2.0%	/
> CC1CCCN(C(=O)c2cc3c(-c4ccc(Cl)cc4)nn(C)c3s2)C1 (configuration not stated)
    -3.5%	-4%
> COc1ccc(-c2cc(C(=O)Nc3c(C)cc(C)cc3C)c3ccccc3n2)cc1OC
    -3.6%	5%
> CCOC(=O)C1=C(C)NC2=C(C(=O)CC(C)(C)C2)C1c1cccc(C)n1 (configuration not stated)
    13%	-2%
> O=C(COc1ccccc1)Nn1cnc2ccccc21
    -2.7%	0%
> Cc1cc(OCC(=O)Nc2cccc(I)c2)cc(C)c1Cl
    0.5%	4%
> CCC(C)c1ccc(NC(=O)c2cc(C(=O)OC)cc([N+](=O)[O-])c2)cc1 (configuration not stated)
    -2.5%	2%
> C=C(C)Cn1c(CCNC(=O)C(C)C)nc2ccccc21
    6.3%	4%
> COc1cc(=O)[nH]c(=O)n1CC(=O)c1ccccc1
    -0.3%	-4%
> COCCn1c(SCc2nc(N)nc(Nc3ccccc3C)n2)nc2ccccc2c1=O
    1.3%	/
> Cc1cc(C)c2c(N)c(C(=O)c3ccc(Br)cc3)sc2n1
    2.3%	-1%
> Cc1ccnc(N/N=C/c2ccco2)n1
    -1.3%	/
> O=C1CCCC(O)=C1C=NCCc1ccccc1
    -1.1%	-3%
> Cc1c(/C=C/c2nc3ccccc3c(=O)n2-c2ccc([N+](=O)[O-])cc2)c2ccccc2n1C
    -2.2%	4%
> CCOc1ccc(NC(=O)c2nnn(CC(=O)Nc3ccccc3OC)c2N)cc1
    5.1%	7%
> Cc1cc(C)nc(SCC(=O)N/N=C/c2cccn2-c2cccc(C(F)(F)F)c2)n1
    0.2%	/
> Cc1ccc(S(=O)(=O)Nc2ccc(Br)cc2/C=N/n2cnnc2)cc1
    -3.7%	-2%
> O=C(NCCC1=CCCCC1)C1CCN(S(=O)(=O)c2ccc(-n3cnnn3)cc2)CC1
    -1.7%	1%
> CCOP(=O)(c1ccc(N(C)C)cc1)C(O)c1ccccc1 (configuration not stated)
    5.6%	/
> COC(=O)C1(C(=O)OC)C(c2ccccc2)C1(C(=O)OC)C(=O)OC
    -3.9%	0%
> Cc1ccc2nsnc2c1NC(=O)COc1ccccc1[N+](=O)[O-]
    4.1%	-4%
> COc1ccccc1CNC(=O)C(CCSC)NS(=O)(=O)c1ccc2c(c1)oc(=O)n2C (configuration not stated)
    -2.6%	5%
> COC(=O)c1cc(NC(=O)c2cc(C)oc2C)cc(C(=O)OC)c1
    -2.6%	/
> COc1ccc(C=Nc2ccccc2Cl)c2ccccc12
    -1.1%	1%
> COc1cccc(NC(=O)Cn2c(=O)oc3ccccc32)c1
    7.2%	6%
> COc1ccc(C2CC(=O)C3=C(C2)Nc2ccccc2NC3c2ccc(Cl)c(Cl)c2)cc1OC (configuration not stated)
    4.0%	4%
> CC(=O)NS(=O)(=O)c1ccc(NC(=O)/C=C/c2ccc(C(C)(C)C)cc2)cc1
    -1.0%	3%
> Oc1ccc2ccccc2c1C1NN=C(c2ccccc2)S1 (configuration not stated)
    -32%	1%
> CCc1ccc2[nH]c(=O)c(C(c3nnnn3CCOC)N3CCN(c4ccccc4F)CC3)cc2c1 (configuration not stated)
    0.8%	-2%
> O=C(CCC(=O)Nc1nnc(C2CCCCC2)s1)NCc1cccs1
    -11%	0%
> CC(C)(C)c1cc(CO)c(O)c(C(C)(C)C)c1
    -2.8%	3%
> O=C(Nc1nnc(-c2cccs2)o1)c1ccco1
    4.7%	0%
> COCCn1nnnc1C(c1ccc(OC)cc1OC)N1CCN(c2ccccc2)CC1 (configuration not stated)
    5.9%	0%
> CC(C)C(=O)Nc1cccc(C(=O)Nc2nnc(C(C)(C)C)s2)c1
    4.4%	/
> O=[N+]([O-])c1ccc(N2CCCCC2)c(Cl)c1N1CCCCC1
    -1.0%	4%
> CCOC(=O)c1sc(NC(=O)/C=C/c2ccc3c(c2)OCO3)c(C(=O)OCC)c1C
    -2.0%	-1%
> CCOC(=O)c1oc2cc(O)cc(C)c2c(=O)c1-c1cscn1
    -0.5%	-7%
> CCOC(=O)Cc1csc(NC(=O)CCNS(=O)(=O)c2ccc3c(c2)CCC(=O)N3)n1
    7.0%	-4%
> CCCC(=O)N(C)c1nnc(-c2ccc(OC)cc2)s1
    4.0%	-3%
> Cc1cccc(Cl)c1OCCOCCNCCO
    1.1%	0%
> COC(=O)c1ccc(Cn2c(O)c(N=O)c3ccccc32)o1
    2.0%	-10%
> COc1ccc(-c2cccc(=O)o2)cc1
    3.2%	6%
> COc1ccc(C(C(=O)NC2CCCCC2)N(CC2CCCO2)C(=O)C2COc3ccccc3O2)cc1OC (configuration not stated)
    -3.1%	/
> CCCC(=O)Nc1c(C)ccc2nsnc12
    1.1%	0%
> CC(Oc1cc2oc(=O)c3c(c2cc1Cl)CCCC3)C(=O)c1ccccc1 (configuration not stated)
    0.9%	-2%
> COc1ccc2cc(CCNC(=O)CC(C)(C)C)c(=O)[nH]c2c1
    3.4%	/
> O=C1/C(=C/c2ccccc2C(F)(F)F)SC(=S)N1c1ccccc1
    -0.5%	1%
> CC(C)CCNC(=O)c1cc([N+](=O)[O-])ccc1Cl
    -0.6%	-1%
> O=C(CSc1nc(-c2cccs2)cc(C(F)(F)F)n1)NCc1ccccc1
    -1.0%	/
> O=S(=O)(c1ccccc1)N(CC(O)CN1CCCCC1)c1ccccc1 (configuration not stated)
    6.1%	-7%
> O=C(O)C(c1ccccc1)N1CCCC1 (configuration not stated)
    -4.6%	-1%
> Cn1c2ccccc2c(=O)c2c(=O)n(C3CCCCC3)c(-c3cccs3)nc21
    -2.5%	/
> COc1ccc(Br)cc1C(=O)Nc1c(C)ccc2nsnc12
    4.0%	0%
> CC1CCN(CCNC(=O)CCS(=O)(=O)c2ccc(Br)cc2)CC1
    -0.4%	4%

# Other entries:
# Values run as follows: Hsp70 inhibitors	Rat MKP-3 inhibitors
> CN(C)C(=O)C1OC(C)(C)OC1C(=O)N(C)C (configuration not stated)
    3.5%	/
> Cc1cc(NC(=O)COC(=O)c2ccc(S(=O)(=O)N3CCCc4ccccc43)cc2)no1
    -5.3%	-1%
> COc1cccc2cc(-c3nnc(SCC(=O)Nc4nc(C)cs4)n3C)oc12
    5.7%	4%
> COC(=O)c1sc(S(=O)(=O)N2CCN(c3ccccc3)CC2)c(C(=O)OC)c1C
    2.0%	2%
> Cc1nc2ccc(S(=O)(=O)NC(C(=O)NCc3ccco3)C(C)C)cc2s1 (configuration not stated)
    /	-5%
> Cc1cc2ncn(CC(O)COc3ccc4ccccc4c3)c2cc1C (configuration not stated)
    -1.9%	4%
> CCOC(=O)Cn1c(C(=O)OCC)cc2sccc21
    6.2%	-4%
> Cc1ccc(S(=O)(=O)N2CCCC2C(=O)N2CCCCC2)cc1 (configuration not stated)
    0.6%	3%
> O=C(CNC(=O)c1ccccc1)NCCc1nc2ccccc2[nH]1
    4.1%	-1%
> Cc1cccc(N=C2NC(=O)CS2)c1
    3.3%&-51%	-7%&4%
> CCOC(=O)C(C(=O)Nc1nccs1)C1CCCCC1 (configuration not stated)
    3.6%	-11%
> Cc1cc(NC(=O)CN2CCOCC2)n(-c2nc3ccccc3s2)n1
    -6.6%	/
> O=C(O)c1cccc(NC(=O)c2cccc(F)c2)c1
    -3.8%	0%
> Cc1oc(-c2ccccc2)cc1C(=O)Nc1ccccc1
    1.2%	/
> CCOC(=O)c1ccc(NS(=O)(=O)c2ccc3[nH]c(=O)[nH]c3c2)cc1
    -3.5%	-5%
> CCC(=O)N1c2ccccc2NC2=C(C(=O)CC(c3ccccc3)C2)C1c1ccc([N+](=O)[O-])cc1 (configuration not stated)
    -3.5%	6%
> CCN(CC)S(=O)(=O)c1ccc(N2CCN(S(=O)(=O)c3ccc4c(c3)OCCO4)CC2)nc1
    4.9%	/
> Cc1noc(C)c1S(=O)(=O)N1CCC(C(=O)N2CCN(C(=O)c3ccco3)CC2)CC1
    /	-12%
> CCC1CCCCN1CCCNC(=O)c1ccc2c(=O)n(Cc3ccc(OC)cc3)c(=O)[nH]c2c1 (configuration not stated)
    7.6%	/
> CC(=O)NCCCc1nc2ccccc2n1Cc1ccccc1C
    -4.1%	/
> CC(=O)Nc1ccc(Oc2ccccc2)cc1
    3.3%	-2%
> CC(=O)Nc1ccc(S(=O)(=O)N2C3CCCC2CC(NC(=O)C2CCCCC2)C3)cc1 (configuration not stated)
    -1.2%	-2%
> O=C(NCC1CCCO1)/C(=C/c1cccc(Oc2ccccc2)c1)NC(=O)c1ccccc1 (configuration not stated)
    2.0%	1%
> Nc1c(Br)cc(Br)c(N2CCCC2=O)c1Br
    3.3%	-13%

# Quoted from the entries so far, five compounds:
# Values run as follows: Hsp70 inhibitors	Rat MKP-3 inhibitors
> CCC(=O)N1c2ccccc2NC2=C(C(=O)CC(c3ccccc3)C2)C1c1ccc([N+](=O)[O-])cc1 (configuration not stated)
    -3.5%	6%
> CCN(CC)S(=O)(=O)c1ccc(N2CCN(S(=O)(=O)c3ccc4c(c3)OCCO4)CC2)nc1
    4.9%	/
> Cc1noc(C)c1S(=O)(=O)N1CCC(C(=O)N2CCN(C(=O)c3ccco3)CC2)CC1
    /	-12%
> CCC1CCCCN1CCCNC(=O)c1ccc2c(=O)n(Cc3ccc(OC)cc3)c(=O)[nH]c2c1 (configuration not stated)
    7.6%	/
> CC(=O)NCCCc1nc2ccccc2n1Cc1ccccc1C
    -4.1%	/

# Bioassay records as filed in PubChem BioAssay.

# This is a subset; count on the stated rates, not on these rows.
